CCT modulator: modulators of cytosolic chaperonin (CCT/TRiC) activity; purified chaperonin ATPase assay, HTRF ADP detection, 30 min; activity change, % (no concentration beside the values), hits read low; 360,000 tested, 0.3% active; in the data active = activity change below about -30%; note: % is set by controls: 0 for no effect and ±100 for the full control effect
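Nucleotide hydrolysis assay: TRiC at 20–40 nM final (set by batch activity) with 10 uM ATP, 30 min at 37 °C, in presence of 76 uM compound. Detection by competitive ADP HTRF, 30 min ambient.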
TGFb SMAD3 inh: blocks TGF-b signaling. HepG2 CAGA-GFP TGF-b/SMAD3 reporter, GFP fluorescence, 18 h; TGF-beta stimulated, 500 pg/mL final. Potency, µM (titrated, usually from 46.1 µM), for inactives: at the highest dose activity, negative = inhibition, usual class: inhibitors. 410,000 tested, 1.2% active. AID 588855; note: potency is the fitted concentration of half-maximal effect; % is set by controls: 0 for no effect and ±100 for the full control effect; nearly all actives have a fitted effect of over 65% in size
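HEPG2 CAGA-GFP reporter cells (1000/well, DMEM with 1% FBS) received compounds, then recombinant TGF-beta at 500 pg/mL final for 18 hours at 37 degrees C. Per-cell GFP summed per well was normalised to unstimulated and stimulated DMSO controls before curve fitting.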
ATXN viability: viability counter-screen for ATXN expression inhibitors. S2 cells (HEK-293 line with an ATXN2-luciferase reporter) viability, CellTiter-Fluor protease fluorescence, 24 h. Potency, µM (series often up to 56.7 µM), actives largely listed as cytotoxic. 400,000 tested, 0.49% active; note: potency is the fitted concentration of half-maximal effect; nearly all actives have a fitted effect of over 40% in size
Nrf2 inh: Nrf2 pathway inhibition. 360,000 tested, 2.1% active. A549 ARE-Fluc reporter, luciferase luminescence, 18-24 h. Potency, µM (top dose mostly 46 µM), without a hit: at the highest dose activity change, negative = inhibition, actives largely listed as inhibitors; note: potency is the fitted concentration of half-maximal effect; % is set by controls: 0 for no effect and ±100 for the full control effect; nearly all actives have a fitted effect of over 60% in size
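In this cell-based qHTS, ARE-driven firefly luciferase in A549 cells reports Nrf2 activity; the luminescent signal after BugLite lysis is the measured value, with a prior CellTiter-Fluor read for cell health.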
A549 viability: counter-screen for Nrf2 inhibitors: cytotoxicity in A549 cells | 390,000 tested, 0.16% active | AID 504648 | Potency, µM (series often up to 46 µM), inactives show top-dose activity change, negative = cytotoxicity, usual class: inhibitors | A549 ARE-Fluc cells, CellTiter-Fluor viability, 18-24 h; note: potency is the fitted concentration of half-maximal effect; % is set by controls: 0 for no effect and ±100 for the full control effect
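A549 ARE_Fluc cells in 5% FBS OPTI-MEM were exposed to compounds in concentration-response for 18-24 h at 37 deg C. Viability was read by CellTiter-Fluor fluorescence (Ex 405/Em 525) after 30 min, before the luciferase read.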
MmCpn inh: M. maripaludis TRiC chaperonin inhibition; purified Mm-Cpn ATPase, ADP Transcreener TR-FRET; Potency, µM (titrated, usually from 76.9 µM), inactives show at the top dose activity, negative = inhibition, usual class: inhibitors; 330,000 tested, 0.031% active; AID 504842; note: potency is the fitted concentration of half-maximal effect; % is set by controls: 0 for no effect and ±100 for the full control effect; nearly all actives have a fitted effect of over 80% in size
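Quantitative HTS used 25 nM Mm-CPN and 10 uM ATP in magnesium/KCl Tris buffer, pH 7.4, with 1 mM DTT. Hydrolysis ran 30 min at 37°C; ADP was read by HTRF.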
pAkt inh: inhibitors of Akt phosphorylation; Neuro2A IGF-stimulated pAkt S473 HTRF, 20 min; active compounds read low; activity change, % for hits at 50 µM; 360,000 tested, 0.32% active; in the data active = activity change below about -80%; inconclusive = mostly about -51% to -80%; note: % is set by controls: 0 for no effect and ±100 for the full control effect
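Neuro2A cells (4,500/well, DMEM with 0.5% FBS) were treated with compound at a single 50 µM final concentration, stimulated with 6 nM IGF for 20 min at 37 °C, and lysed. Phospho-Akt Ser473 was read by HTRF as 665/615 ratio ×10^4.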
HepG2 tox: kills HepG2 cells in TGF-b inhibitor counter-screen; 410,000 tested, 0.76% active; HepG2 CAGA-GFP viability, ATP luminescence, 18 h; Potency, µM (top dose mostly 46.1 µM), for the others: top-dose activity change, negative = cytotoxicity, actives largely listed as cytotoxic; note: potency is the fitted concentration of half-maximal effect; some results filed as inactive show a strong effect at the top dose
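HepG2 CAGA-GFP cells (1000/well, DMEM with 1% FBS) received compound, then TGF-beta at 500 pg/mL final, and were incubated 18 hours at 37 degrees C. Viability was read by CellTiter-Glo luminescence. Media-only wells were set as complete cell-killing and DMSO as no toxicity.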
Nrf2 ARE act: activates Nrf2 signaling; Potency, µM (highest dose often 46.1 µM), inactives show at the top dose activation, hits mostly activators; 410,000 tested, 0.31% active; AREc32 ARE-luciferase reporter (MCF7-derived line), luminescence, 24 h; AID 624171; note: potency is the fitted concentration of half-maximal effect; % of control where 0% means no effect; nearly all actives have a fitted effect of over 65% in size
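Luciferase luminescence (Steady-Glo, 30 min at room temperature) served as the read-out of ARE activation in AREc32 cells treated with compounds for 24 hr at 37 deg C.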
The depositor's hits bear a star; i = inactive; u = inconclusive; x = no result given; [ ] = dose if it differs, or a comment. Unless noted, calls come from the whole dose curve; as a rule, active = well fitted curve in the direction sought with a large enough effect; inconclusive = small, poorly fitted or top-dose-only effect, or another doubt; inactive = no such curve, though single readings can be large; an effect the other way counts as inactive or inconclusive.

SMILES | CCT modulator | TGFb SMAD3 inh | ATXN viability | Nrf2 inh | A549 viability | MmCpn inh | pAkt inh | HepG2 tox | Nrf2 ARE act
N#Cc1ccc(-c2nnnn2-c2ccc3c(c2)OCO3)cc1 | -2.3 | -4% | i | 9% | -4% | 1% | i | -23% | 0.2%
CC(=O)Nc1ccc(NC(=O)CCS(=O)(=O)c2ccc3c(c2)CC(=O)N3C)cc1 | x | -3% | i | 24% | -1% | x | x | -18% | 0.7%
Cc1nnc(SCC(=O)NCCOc2ccc(Cl)cc2)n1-c1ccccc1 | 0.7 | -19% | i | 1% | -4% | 3% | i | -11% | -0.9%
COc1ccc(NC(=O)C2(C)CCN2Cc2cccc(OC)c2F)cc1OC (stereo unspecified) | -0.8 | -3% | u | x | x | x | i | -1% | 5.2%
COc1cc(CCC(=O)OCC(=O)Nc2sccc2C(N)=O)cc(OC)c1OC | -3.6 | -26% | i | -5% | 2% | 0% | i | -5% | -0.3%
CCN(CC(=O)Nc1c(F)cccc1F)C(=O)c1cn2ccccc2n1 | -2.2 | 18% | i | 3% | -4% | -3% | i | 19% | -0.9%
COc1ccc(/C=C2\Sc3ccc(C(=O)NC4CC4)cc3N(C)C2=O)cc1OC | 0.8 | 2% | u | u | -8% | -3% | i | -17% | 5.3%
CCOc1cccc(CN2CCC(n3nccc3NC(=O)C3CC3)CC2)c1O | -2.8 | 1% | u | 3% | 1% | -2% | i | -21% | 0.3%
COc1ccc(S(=O)(=O)N2CCCCC2)cc1NC(=O)Cc1cccc(C(F)(F)F)c1 | -0.9 | 10% | i | -23% | -1% | 0% | i | 3% | -0.7%
N#Cc1c(-c2cccnc2)c2c([nH]c1=O)-c1ccccc1OC2 | 3.3 | -5% | x | u | u | -6% | i | 1% | -0.1%
CCS(=O)(=O)NCC(c1ccco1)N1CCN(c2ccc(OC)cc2)CC1 (stereo unspecified) | x | -8% | x | x | 18% | x | x | -8% | -0.9%
CC(OC(=O)c1nsc(Cl)c1Cl)C(=O)NC(C)(C)C (stereo unspecified) | -1.0 | 27% | i | 13% | 6% | -2% | i | 1% | -0.5%
Cc1ccc(-c2nc3scc(CCNS(=O)(=O)c4ccc(Oc5ccccc5)cc4)n3n2)cc1 | x | u | x | u | 0% | x | x | -57% | 0.2%
Oc1ccc(-c2nnc(Nc3ccccc3)c3ccccc23)cc1 | -2.4 | -2% | i | 2% | 5% | 1% | i | -15% | 0.2%
Oc1cccc(NC(=S)N=Nc2c(O)[nH]c3ccc(Br)cc23)c1 | -2.6 | u | i | 4% | -13% | 2% | i | -105% | u
Cc1ccccc1CSc1[nH]c(=O)ncc1C | -1.3 | -1% | i | -1% | 4% | -3% | i | 17% | 0.0%
CC(=O)c1ccc(NC(=O)Cn2cnc(S(=O)(=O)N3CCCC3)c2)cc1 | -3.8 | 2% | i | 8% | 1% | 0% | x | -1% | -0.7%
CCc1ccc(CNC(=O)c2cc(-c3ccc(Br)s3)nc3ccccc23)cc1 | x | -1% | i | 7% | -2% | x | x | 10% | 3.2%
CN(C)C(=O)C12CCC(C)(C(=O)C1Br)C2(C)C (stereo unspecified) | 0.4 | 0% | i | -2% | 8% | -5% | i | -12% | 0.0%
C[C@@H]1CC[C@@]2(O[C@@H](CCO)C[C@H](O)[C@H]2O)O1 | -0.8 | 5% | i | 15% | 6% | x | i | -6% | -1.3%
CCc1nnc(NC(=O)c2cc(S(=O)(=O)N3CCN(CC)CC3)ccc2Cl)s1 | 1.2 | -1% | i | 19% | 2% | x | i | -3% | -0.5%
CCNC(=O)c1ccccc1NC(=O)c1cccc(S(=O)(=O)N2CCOCC2)c1 | -2.5 | -13% | i | -9% | -1% | 2% | i | -2% | 0.2%
O=C(c1ccc(Cl)cc1)C1CCCN(Cc2cccn2-c2ccccn2)C1 (stereo unspecified) | -3.6 | -1% | u | -31% | -27% | 1% | i | -38% | 0.6%
CCOc1ccc(NC(=O)NC23CC4CC(CC(C4)C2)C3)cc1 | -2.0 | -12% | i | u | 2% | 1% | i | -15% | 4.0%
Cc1ccc(NC(=O)NCCOCCn2c(=O)oc3ccccc32)cc1F | x | u | i | u | 5% | x | x | -20% | 0.2%
CCCCN(C(=O)CCOc1ccc(OCC)cc1)c1c(N)n(Cc2ccccc2)c(=O)[nH]c1=O | -12 | 0% | i | x | x | x | i | 4% | -0.7%
Cc1ccccc1NC(=S)NC(=O)Cc1ccc(Cl)cc1 | -5.9 | -17% | i | 2% | 4% | -3% | i | 0% | 3.7%
Cc1nn(-c2ccccn2)c2c1C(c1ccsc1)C1=C(CCCC1=O)N2 (stereo unspecified) | -1.7 | -21% | i | u | -12% | -1% | i | 4% | 2.2%
CC(=O)c1cccc(NC(=O)CN2C(=O)c3ccccc3C2=O)c1 | -1.2 | 18% | i | -1% | 0% | 0% | i | 14% | -0.4%
CCCn1c(=O)c2[nH]c(C3CCCC3)nc2n(CCC)c1=O | -2.1 | 18% | i | u | -1% | -3% | i | 16% | -1.0%

Look-ups from the results shown:
Result of Cc1ccc(NC(=O)NCCOCCn2c(=O)oc3ccccc32)cc1F under A549 viability: 5%
Result of CCNC(=O)c1ccccc1NC(=O)c1cccc(S(=O)(=O)N2CCOCC2)c1 under A549 viability: -1%

Sorted by the number under Nrf2 inh (descending): four from the list above.
Structure	Nrf2 inh
C[C@@H]1CC[C@@]2(O[C@@H](CCO)C[C@H](O)[C@H]2O)O1	15%
CCc1ccc(CNC(=O)c2cc(-c3ccc(Br)s3)nc3ccccc23)cc1	7%
CC(=O)c1cccc(NC(=O)CN2C(=O)c3ccccc3C2=O)c1	-1%
CCNC(=O)c1ccccc1NC(=O)c1cccc(S(=O)(=O)N2CCOCC2)c1	-9%

(continued)
SMILES | CCT modulator | TGFb SMAD3 inh | ATXN viability | Nrf2 inh | A549 viability | MmCpn inh | pAkt inh | HepG2 tox | Nrf2 ARE act
Cc1ccccc1NC(=O)c1c([N+](=O)[O-])c(C(C)(C)C)nn1C | 0.8 | -5% | i | 4% | 0% | -1% | i | -2% | 2.6%
Cc1cnccc1CN(C)C(=O)CC1C(=O)NCCN1CC1CCCCC1 (stereo unspecified) | -3.1 | 9% | i | 12% | -6% | 1% | i | 7% | 0.0%
COc1ccc(-c2c(NC(=O)C(C)C)n(C)c3ccccc3c2=O)cc1 | -3.7 | u | i | x | 8% | -3% | i | -1% | -1.3%
CCC(C)NC(=O)CSc1nc2c(sc(=S)n2-c2cc(Cl)ccc2OC)c(=O)[nH]1 (stereo unspecified) | 0.3 | 20% | i | 6% | 1% | -3% | i | 20% | 0.6%
O=C(CSc1nnc(NC(=O)c2c(F)cccc2F)s1)NCc1ccco1 | -1.8 | 0% | i | 10% | 0% | 0% | i | 5% | 3.1%
CC1CCN(Cc2c(C(=O)N/N=C/c3ccc(OC(C)C)cc3)nnn2-c2nonc2N)CC1 | 0.1 | -8% | i | 23µM* | u | 3% | i | -5% | 4.1%
O=C(Cc1c[nH]c2ccccc12)NCc1ccccc1F | -0.2 | -4% | i | u | -2% | 0% | i | -5% | 0.1%
Cc1cc[n+](CC(=O)c2cc3ccccc3oc2=O)cc1 | -1.7 | 2% | i | 20% | -1% | 2% | i | 2% | 4.2%
COc1ccc(CNC(=O)Cn2ncc3c4ccccc4n(Cc4cccc(Cl)c4)c3c2=O)cc1 | x | -4% | i | -6% | 12% | x | x | -5% | -0.2%
Cn1ccc2c(N3CCOCC3)cc3c(c21)C1CCC3O1 (stereo unspecified) | 2.0 | -4% | i | x | x | x | i | -1% | 0.3%
Cc1cc(=O)[nH]c(SCC(=O)/C=C2\N(C)c3ccccc3C2(C)C)n1 | -1.3 | 3% | i | u | 5% | -6% | i | -8% | 0.4%
CCOc1ccc(Cl)cc1-c1cc(C(=O)Nc2cc(OC)c(OC)c(OC)c2)[nH]n1 | 0.1 | u | u | x | x | x | i | -19% | -2.0%
COC(=O)COc1ccc(S(=O)(=O)NCc2ccco2)cc1Cl | 0.0 | -1% | i | 14% | -7% | 0% | i | -2% | -0.9%
COc1ccc(-c2noc(N3CCC(C(=O)N4CCN(c5cccc(C)c5C)CC4)CC3)n2)cc1 | x | -32% | x | x | 3% | x | x | -4% | -0.4%
CCCn1ncc(/C=N/O)c1C | 2.1 | 32%[activator] | i | u | 5% | 0% | i | 25% | 0.2%
c1nc(CCO[C@H]2CCCCO2)cc2cc3c(cc12)OCO3 | -6.3 | 10% | i | u | -5% | -2% | i | -15% | -2.5%
Cc1cc(/C=N/NC(=O)c2ccncc2)c(C)n1-c1cccc(C(F)(F)F)c1 | 1.3 | -2% | i | -22% | 4% | -2% | i | 6% | 0.4%
COCCNS(=O)(=O)c1ccc2c(c1)C(=NO)c1cc(S(=O)(=O)NCCOC)ccc1-2 | -2.5 | 0% | i | 7% | 3% | -2% | i | -28% | 0.5%
C[C@H](CO)NC(=O)c1[nH]cnc1C(=O)Nc1ccc(CNC(=O)OC(C)(C)C)cc1 | 0.3 | 1% | i | x | x | x | i | 2% | 0.4%
COC(=O)c1c(NC(=O)Cc2coc3cc(C)ccc23)sc2c1CCC2 | x | 1% | i | -3% | 8% | x | x | 4% | 0.8%
COc1ccc(OCC(=O)N2CCC3(CC2)CC(=O)c2ccccc2O3)cc1 | 0.7 | 4% | i | u | 1% | 0% | i | 10% | -0.1%
CCOc1ccc(-c2ccc(SCC(=O)N3CCOCC3)nn2)cc1 | -1.3 | -16% | i | u | -1% | u | i | 34% | 6.6%
COC(=O)c1ccc(-c2ncc[nH]2)cc1 | -1.0 | 0% | i | -12% | 0% | -1% | i | -40% | 2.5%
COC(=O)C1CCCN1S(=O)(=O)c1ccc2ccccc2c1 (stereo unspecified) | 2.7 | 13% | i | -3% | 2% | 1% | i | -22% | -1.9%

Screens deposited in PubChem BioAssay by National Center for Advancing Translational Sciences (NCATS).

Rows were taken by chance, and some 4.4% of all compounds hit somewhere here.
